AID2073 = inhibitors of Mint1-CaV2.2 protein interaction, biochemical, HTRF (AID 2073) | Voltage-dependent N-type calcium channel subunit alpha-1B (Homo sapiens) | HTRF protein-protein interaction, Mint1-CaV2.2; higher % means a stronger effect | one-dose inhibition, % at 20 µM; IC50 in µM for titrated hits | 290,000 tested, 0.19% active; in the data active = inhibition mostly above about 51%, no sharp cut-off; also: some results filed as inactive read as strong as hits
Siah-1 displacement = Siah-1 peptide-binding antagonists, primary screen, biochemical, fluorescence polarization, rhodamine-plectin, uHTS (AID 1817). E3 ubiquitin-protein ligase SIAH1 (Homo sapiens). Siah-1 / rhodamine-plectin peptide fluorescence polarization; higher % means a stronger effect. displacement, % at 20 µM; hits with a dose series show IC50 in µM. 290,000 tested, 0.02% active;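 active = displacement of at least 50% at 20 µM, with a fluorescence ratio check between 0.3 and a set limit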;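 also: plate controls were Siah plus tracer with DMSO for no effect and tracer alone without Siah for full effect; strong numbers were not always called active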
ER stress rescue = rescue of cells from ER stress-induced death, primary screen, 384-well, CSM14.1, thapsigargin, ATP luminescence (AID 1222); CSM14.1 thapsigargin-induced death rescue, ATP luminescence; higher % means a stronger effect; cellular ATP content (survival), % at 20 µM, or EC50 in µM where a hit was titrated; 190,000 tested, under 10 active;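 active = EC50 below 50 µM in the dose-response confirmation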;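 also: death triggered by thapsigargin at about 15 µM added after 2 h compound pretreatment; cell ATP read after overnight thapsigargin exposure of roughly 18 to 22 hours; normalized against plate controls of thapsigargin alone and 5% DMSO vehicle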
Hep lipid drop = inhibitors of hepatocyte lipid droplet formation, primary screen, imaging, high-throughput imaging, BODIPY stain; AML12 mouse hepatocytes, oleate lipid droplets; inhibition, % at 6.5 µM; 240,000 tested, 0.4% active; AID 1656, 2009;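 active = lipid droplet intensity inhibited by at least 50%, with more than 500 cells counted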
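Assay system: AML12 hepatocytes (mouse); Probe or stimulus: oleic acid at 100 µM to induce lipid droplet formation; Dosing: compound at 6.5 µM only; Schedule: compound with oleate, overnight; Detection: fluorescence imaging, 20x objective, two fields per well; Measure: % inhibition of lipid droplet signal.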
LYP inhibition = inhibitors of LYP phosphatase, biochemical, fluorescence intensity, uHTS (AID 1779); 290,000 tested, 0.054% active; recombinant LYP phosphatase, fluorescence intensity; higher % means a stronger effect; inhibition, % at 11.5 µM; hits with a dose series show IC50 in µM;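 also: plate controls were vehicle with enzyme for no effect and no enzyme for full effect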
M1AAP inhibition = P. falciparum M1AAP inhibitors, biochemical, fluorogenic H-Leu-NHMec substrate, 1536-well (AID 1445); Aminopeptidase N (Plasmodium falciparum (isolate 3D7)); recombinant M1AAP, H-Leu-NHMec fluorogenic kinetic assay; higher % means a stronger effect; one-dose inhibition, % at 30 µM; IC50 in µM for titrated hits; 220,000 tested, 0.42% active;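 active = primary inhibition above the hit cutoff, then over 50% inhibition at one or more dose response concentrations, cut at about 23% in these data, passing the limit was not always enough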;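 also: plate controls were DMSO full reaction for no effect and no enzyme background for full effect; strong numbers were not always called active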
XIAP antagonists = XIAP antagonists, biochemical, IAP family, fluorescence polarization (AID 1018); E3 ubiquitin-protein ligase XIAP (Homo sapiens); XIAP BIR domain, fluorescence polarization peptide displacement; higher % means a stronger effect; displacement, % at 20 µM, or IC50 in µM where a hit was titrated; 200,000 tested, 0.007% active; in the data active = displacement above about 50%; also: a part of the inactive calls stands beside numbers as strong as those of hits
HEK293 NOD2/NF-kB = NOD2 signaling inhibitors, cell-based, luminescence, uHTS, HEK293 (AID 1566); HEK293 NOD2/NF-kB luciferase reporter, luminescence; higher % means a stronger effect; one-dose inhibition, % at 4 µM; EC50 in µM for titrated hits; 290,000 tested, 0.63% active; also: many of its hits are not listed in these tables
P. falciparum M17LAP = P. falciparum M17LAP inhibitors, primary screen, biochemical, fluorogenic H-Leu-NHMec substrate, 1536-well (AID 1619); one-dose inhibition, % at 30 µM; IC50 in µM for titrated hits; 220,000 tested, 0.38% active; recombinant M17LAP, H-Leu-NHMec fluorogenic kinetic assay; higher % means a stronger effect;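 active = compound inhibiting the enzyme by more than half at any dose during confirmatory dose-response retesting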;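 also: plate controls were full reaction with DMSO carrier for no effect and no enzyme background for full effect; strong numbers were not always called active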
Hep lipid drop cells 6.5 µM = second read-out of Hep lipid drop, no call of its own (marks repeat the call); cell count; measured here: cell count, cytotoxicity flag;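 cells counted across two imaged fields per well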
An asterisk follows results filed as active; nt = not tested or not shown; & = joins results of further samples. Rule as the data show it, unless noted: active = inhibition above about 50%; inactive = the rest. The list is partial; rates above refer to the full screens.

SMILES	AID2073	Siah-1 displacement	ER stress rescue	Hep lipid drop	Hep lipid drop cells 6.5 µM	LYP inhibition	M1AAP inhibition	XIAP antagonists	HEK293 NOD2/NF-kB	P. falciparum M17LAP
OCC[C@@H]1C[C@H](O)[C@@H](O)[C@@]2(OCc3ccccc32)O1	2%	6%	nt	1	761	-12%	nt	nt	12%	nt
O=C(CN1C(=O)c2ccccc2C1=O)Nc1ccc(S(=O)(=O)NCC2CCCO2)cc1 (stereo unspecified)	-4%	3%	-0.7%	22	678	7%	2%	-0.5%	2%	11%
NS(=O)(=O)c1cccc(NC(=O)COC(=O)Cc2ccc(Cl)cc2)c1	3%	0%	-1.6%	-4	679	-1%	0%	-4.0%	10%	12%
Cc1cnc(CNC(=O)c2ccc3oc(Cc4ccc(Cl)cc4)nc3c2)cn1	5%	4%	nt	-2	739	-9%	nt	nt	8%	nt
Cn1c(=O)c(C(=S)NC(=O)C2CC2)c(N)n(Cc2ccccc2)c1=O	-10%	9%	-1.8%	-4	693	-4%	5%	-4.9%	9%	4%
O=C(NN=C1CCCC1)c1ccc(Cl)cc1	16%	0%	nt	-9	804	-7%	nt	nt	7%	nt
COc1cc(OC)cc(OCC(O)Cn2ccnc2)c1 (stereo unspecified)	-3%	-1%	1.3%	nt	nt	-3%	0%	-1.9%	20%	-6%
O=C(Cn1cc([N+](=O)[O-])cn1)NCCc1nc2ccccc2[nH]1	-1%	-4%	0.2%	2	714	-3%	-4%	-0.8%	0%	-10%
CC12CCCCC1c1ccccc1C(=NCC(=O)O)N2 (stereo unspecified)	5%	1%	1.0%	nt	nt	16%	2%	-2.3%	11%	-8%
O=C(c1ccccc1)n1ccc(-c2cccs2)n1	2%	-2%	nt	-16	587	-6%	2%	nt	-10%	-2%
C/C(CC(=O)Nc1ccccn1)=N\NC(=O)c1ccccc1	-6%	9%	-2.9%	2	692	-3%	1%	-3.5%	0%	22%
CC(=O)c1c(-c2ccccc2)c2ccccc2[nH]c1=O	8%	12%	1.8%	-1	560	-3%	7%	-5.8%	4%	0%
Brc1cccc(Nc2nc(-c3cccnc3)cs2)c1	8%	-1%	nt	-9	764	-5%	nt	nt	-2%	nt
COc1ccc(NC(=O)COc2ccccc2F)cc1S(=O)(=O)N1CCCCC1	6%	-2%	nt	-10	624	-2%	nt	nt	14%	nt
N#C/C(=N\O)c1nc(-c2ccccc2)cs1	-1%&-10%	2%&-5%	0.7%&1.9%	nt	nt	-7%&-1%	5%&11%	-3.0%&-1.5%	10%&7%	24%&1%
COc1ccc(NC(=O)C(=O)NCC(=O)Nc2cccc(C(F)(F)F)c2)cc1	6%	4%	0.0%	21	763	-2%	0%	-6.3%	1%	-5%
COc1ccc(COC(=O)Nc2c(SC)nsc2SC)cc1	2%	2%	-0.8%	nt	nt	0%	12%	-5.6%	12%	8%
CCOc1ccccc1Nc1nnc(SC(C)C(=O)Nc2nc(-c3ccccc3)cs2)s1 (stereo unspecified)	0%	-1%	0.4%	75*	626*	1%	10%	-2.5%	-15%	2%
COc1ccc(S(=O)(=O)N2CCOCC2)cc1NC(=O)Cc1coc2cc(C)c(C)cc12	22%	0%	nt	-1	820	6%	nt	nt	-8%	nt
COc1ccc(Cn2nnnc2CN2CCN(c3ccc(OC)cc3)CC2)cc1	-17%	0%	-0.5%	-6	675	2%	0%	-0.5%	-8%	4%
Cc1ccc(S(=O)(=O)/N=C(\CN2CCOCC2)N2CCOCC2)cc1	17%	2%	-0.8%	nt	nt	-1%	0%	-2.3%	15%	-3%
CCOc1cc(/C=N/O)cc(Br)c1OCC	1%	2%	-6.0%	4	785	-3%	-3%	-1.9%	16%	7%
CCOc1ccc(S(=O)(=O)Nc2nc3ccc(OC)cc3s2)cc1	-4%	1%	-0.1%	-1	776	-3%	-5%	3.6%	12%	-2%
CCCSc1cc(NCCOC(=O)CCC)c([N+](=O)[O-])c2nonc12	-45%	7%	-3.6%	22	585	-4%	6%	-21%	15%	3%
CCN(CC)S(=O)(=O)c1ccc(-n2cnnn2)c(C)c1	-5%	3%	-0.8%	10	810	-16%	5%	-5.5%	8%	0%
O=C(Oc1ccc(C(=S)N2CCOCC2)cc1)c1ccccc1F	-4%	6%	nt	-1	848	-9%	nt	nt	-7%	nt
Cc1ccc(-c2cc3ncc(C#N)c(N)n3n2)cc1	48%	-4%	-2.1%	1	723	-6%	7%	-4.8%	-54%	1%
Cc1cc2c(cc1S(=O)(=O)CCC(=O)NC1CCCCC1C)OCC(=O)N2 (stereo unspecified)	8%	-3%	nt	-3	773	-8%	nt	nt	11%	nt
O=C(NCCc1ccccc1)C1CCC(CNc2c(N3CCCCC3)c(=O)c2=O)CC1 (stereo unspecified)	-12%	5%	2.8%	23	744	-8%	-3%	-3.0%	6%	11%
COc1ccc(F)cc1C(=O)C1CCCN(C(=O)Cc2c(C)noc2C)C1 (stereo unspecified)	9%	8%	0.3%	-33	655	-3%	-9%	-3.3%	-18%	-1%
CCC(CC)n1[nH]c(=O)cc1N	19%	7%	-1.3%	15	764	5%	2%	-26%	-2%	-8%
COc1ccc(N(CC(=O)N2CCCCCC2)S(=O)(=O)c2c(C)[nH]c(=O)[nH]c2=O)cc1	3%	2%	-0.1%	nt	nt	-10%	-1%	-4.3%	4%	31%
Cc1c(Cc2ccc3c(c2)OCO3)sc(NC(=O)C(C)(C)C)c1C#N	10%	8%	nt	-14	552	-1%	5%	-3.7%	8%	6%
COc1ccc2[nH]c(C)c(CCN3C(=O)C4C5C=CC(C5)C4C3=O)c2c1 (stereo unspecified)	-3%	0%	-1.5%	nt	nt	-8%	3%	-5.2%	0%	-9%
CC1Cc2c([nH]c3ccccc23)C2c3ccccc3CN12 (stereo unspecified)	8%	-2%	nt	-10	750	-9%	nt	nt	17%	nt
CCc1cccc2c(C(=O)COC(=O)/C=C/c3ccccc3OC)c[nH]c12	8%	3%	-0.3%	-9	568	3%	2%	2.7%	12%	9%
O=C(Nc1ccccc1N1CCN(C(=O)c2ccc(Cl)cc2)CC1)c1ccc([N+](=O)[O-])o1	17%	-3%	nt	-6	748	-11%	nt	nt	3%	nt
O=C(NC1CCCCC1)N1CCCC(c2nc(-c3cccs3)no2)C1 (stereo unspecified)	-6%	3%	-0.1%	nt	nt	-5%	-3%	0.0%	9%	-3%
Cc1ccc(/C=N/NC(=O)c2nnn(-c3nonc3N)c2CNc2ccccc2)cc1	11%	-2%	nt	8	696	-1%	nt	nt	9%	nt
CCn1ccnc1CN(C)Cc1nc(Cc2cccc(C(F)(F)F)c2)no1	2%	-3%	1.5%	-56	683	-3%	0%	-6.5%	2%	6%
Cc1nc2ccccc2nc1OCc1cccc(Cl)c1	0%	-4%	-0.2%	-3	675	-2%	0%	-2.8%	4%	-10%
O=C(Nc1ccc(-c2ccc3nncn3n2)cc1)C1CCCC1	28%	4%	-2.7%	23	749	-3%	9%	-11%	2%	-6%
COc1ccc2[nH]cc(CCN=C3SCC(=O)N3C)c2c1	5%	-1%	-1.1%	1	837	-11%	-4%	-6.5%	-5%	-2%
O=C(CSc1nnc(COc2ccc(F)cc2)o1)N1CCCCC1	-7%	-2%	nt	-2	778	-4%	nt	nt	4%	nt
CCCCCOc1ccc(CSCCNC(=S)Nc2ccccc2)cc1	2%	4%	-2.4%	-3	622	3%	4%	-1.2%	-39%	0%
Nc1ccccc1Nc1ccc([N+](=O)[O-])cc1[N+](=O)[O-]	-6%	-3%	2.1%	-29	701	2%	12%	-3.2%	3%	18%
CC(C(=O)N(C)c1ccccc1)N1CCN(C(=O)c2ccccc2)CC1 (stereo unspecified)	15%	9%	nt	-2	876	-2%	nt	nt	-21%	nt
COC(=O)c1ccc(CNC(=O)C(NC(=O)c2ccco2)C(C)C)cc1 (stereo unspecified)	9%	0%	nt	16	810	-4%	nt	nt	-5%	nt
CCOc1ccc(NC(=O)C(C)SC(N)=O)cc1 (stereo unspecified)	9%	8%	-0.3%	nt	nt	-8%	8%	1.4%	4%	10%
C[C@]12CCC(=O)C=C1C=C[C@@H]1[C@@H]2CC[C@@]2(C)[C@H]1CC[C@@]21CCC(=O)O1	-1%	3%	nt	-14	781	-6%	nt	nt	-1%	nt
COc1cc(C2C(N3C(=O)c4ccccc4C3=O)C(=O)N2c2ccc(C)c(C)c2)cc(OC)c1OC (stereo unspecified)	6%	1%	7.5%	-7	598	-1%	6%	-3.4%	1%	0%
COc1cc(/C=N/Nc2nnc3c(n2)[nH]c2ccccc23)ccc1O	14%	0%	-1.6%	-1	596	-5%	12%	-1.7%	-35%	9%
O=C(O)CCC(=O)N1CN2CN(C(=O)CCC(=O)O)CC([N+](=O)[O-])(C2)C1	6%	6%	nt	-10	616	-4%	8%	nt	22%	-7%

Not a retest: an excerpt of the list.
SMILES	AID2073	Siah-1 displacement	ER stress rescue	Hep lipid drop	Hep lipid drop cells 6.5 µM	LYP inhibition	M1AAP inhibition	XIAP antagonists	HEK293 NOD2/NF-kB	P. falciparum M17LAP
CCCCCOc1ccc(CSCCNC(=S)Nc2ccccc2)cc1	2%	4%	-2.4%	-3	622	3%	4%	-1.2%	-39%	0%
Nc1ccccc1Nc1ccc([N+](=O)[O-])cc1[N+](=O)[O-]	-6%	-3%	2.1%	-29	701	2%	12%	-3.2%	3%	18%
CC(C(=O)N(C)c1ccccc1)N1CCN(C(=O)c2ccccc2)CC1 (stereo unspecified)	15%	9%	nt	-2	876	-2%	nt	nt	-21%	nt
COC(=O)c1ccc(CNC(=O)C(NC(=O)c2ccco2)C(C)C)cc1 (stereo unspecified)	9%	0%	nt	16	810	-4%	nt	nt	-5%	nt
CCOc1ccc(NC(=O)C(C)SC(N)=O)cc1 (stereo unspecified)	9%	8%	-0.3%	nt	nt	-8%	8%	1.4%	4%	10%
C[C@]12CCC(=O)C=C1C=C[C@@H]1[C@@H]2CC[C@@]2(C)[C@H]1CC[C@@]21CCC(=O)O1	-1%	3%	nt	-14	781	-6%	nt	nt	-1%	nt
COc1cc(C2C(N3C(=O)c4ccccc4C3=O)C(=O)N2c2ccc(C)c(C)c2)cc(OC)c1OC (stereo unspecified)	6%	1%	7.5%	-7	598	-1%	6%	-3.4%	1%	0%
COc1cc(/C=N/Nc2nnc3c(n2)[nH]c2ccccc23)ccc1O	14%	0%	-1.6%	-1	596	-5%	12%	-1.7%	-35%	9%
